Screening results as filed in PubChem BioAssay.
Measles CPE – protection of cells from measles virus; Measles virus-infected cells, CPE protection, absorbance; protection (pct of control), % at 4 µM; 140,000 compounds, 1.5% hits; AID 841; in the data active = protection mostly above about 24%, no sharp cut-off; inactive = mostly below about 26%; note: some compounds called inactive have numbers as strong as hits
NPY Y2 blocker – antagonists of human neuropeptide Y receptor Y2; P49146; NPY-Y2 expressing cells, antagonist mode; inhibition, % at 2.7 µM; 140,000 compounds, 0.99% hits; AID 793; in the data active = inhibition above about 17%;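 note: 0% = vehicle with agonist challenge and 100% = reference antagonist with challenge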
Target sequence (P49146 whole entry, looked up): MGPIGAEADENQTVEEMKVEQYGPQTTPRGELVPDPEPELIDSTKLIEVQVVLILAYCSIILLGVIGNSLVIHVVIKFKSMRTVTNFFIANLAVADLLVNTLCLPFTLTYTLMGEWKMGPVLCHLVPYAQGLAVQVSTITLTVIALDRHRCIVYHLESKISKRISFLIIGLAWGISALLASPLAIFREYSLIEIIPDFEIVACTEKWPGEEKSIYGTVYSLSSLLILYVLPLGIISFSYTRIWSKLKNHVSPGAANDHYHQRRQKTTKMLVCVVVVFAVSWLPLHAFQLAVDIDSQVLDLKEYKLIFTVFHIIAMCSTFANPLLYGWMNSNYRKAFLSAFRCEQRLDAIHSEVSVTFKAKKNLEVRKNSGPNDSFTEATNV
PTEN del growth – PTEN-deleted cell growth suppression; HCT116 PTEN-null viability, CellTiter-Glo, 60 h; hits give low values; viability, % at 10 µM; 140,000 compounds, 1.2% hits; AID 827;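 active = viability at or below a set limit, 4 SD under the median of all tested compounds, cut at about 3.7% in these data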;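 note: PTEN knockout HCT116 line with beta catenin targeted HCT116 as companion control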
Yeast life ext – yeast lifespan extension | AID 775 | 130,000 compounds, 0.68% hits | inhibition of the nicotinamide effect, % at 10 µM | S. cerevisiae growth with nicotinamide, OD615; deaD strain in restrictive glucose medium;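 active = inhibition above a set limit, placed 3 SD over the median of all compounds, cut at about 26% in these data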;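 note: 0% = nicotinamide-treated wells and 100% = cells grown without nicotinamide; some compounds called inactive have numbers as strong as hits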
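assay system = DeaD-strain S. cerevisiae | buffer or medium = restrictive glucose medium | reagent = 1.5 mM nicotinamide | compound = 10 µM single point, 0.25% DMSO | incubation = 48 h compound exposure at 30 °C, humidified | signal = OD615 measurement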
Phagocyt inh – blocks phagocytosis by macrophages; J774A.1 macrophage IgG-bead phagocytosis, imaging; inhibition, % at 5 µM; 110,000 compounds, 0.07% hits;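 active = inhibition above the mean of the plate negative controls plus 5 SD, cut at about 13% in these data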;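 note: phagocytic index as fraction of beads internalized from green versus red external bead signal; plate controls were DMSO negative control for no effect and cytochalasin-D positive control for full effect; some results beyond the cut were filed as inactive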
E-sel TNF inh – blocks E-selectin expression induced by TNF alpha | HUVEC TNFa-induced E-selectin immunofluorescence, high content | inhibition, % at 2 µM | 120,000 compounds, 0.71% hits;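 active = inhibition above the batch mean plus 3 SD, and confirmed as a hit on visual image review, cut at about 43% in these data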;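 note: 0% = TNF-stimulated DMSO wells and 100% = unstimulated control wells; not every result past the cut was called active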
bCat KO growth – beta-catenin-lacking colon tumor cell growth suppression | HCT116 beta-catenin knockout viability, CellTiter-Glo, 60 h; hits give low values | 140,000 compounds, 1.5% hits | AID 818 | viability, % at 10 µM;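 active = viability at or under a set limit, the compound median less 4 SD, cut at about 6% in these data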;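 note: 0% = Hyamine 1622 control at 20 µM and 100% = untreated cell control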
BB579 growth dn – chemicals that inhibit yeast BB579 growth in restrictive medium (lifespan-shortening candidates) | S. cerevisiae BB579 growth, OD615, 48 h | inhibition, % at 10 µM | 140,000 compounds, 0.51% hits | AID 804;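 active = inhibition above a set limit, 3 SD over the mean compound inhibition, cut at about 44% in these data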; note: inactives centre near -24
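Assay system: S. cerevisiae DeaD strain BB579 yeast. Medium: CSMM-D restrictive synthetic medium containing dextrose (glucose). Times: 4 h cell preincubation, 48 h compound exposure, 30 °C humidified. Signal: OD615 turbidity measurement. Benchmarks: positive control amphotericin B 10 µg/mL.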
MRP1 act – activates MRP-1; H69AR cells + doxorubicin, viability rescue, CellTiter-Glo; viability increase, % at 10 µM; 140,000 compounds, 0.61% hits; AID 799;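 active = viability gain under doxorubicin at or above a set limit, the compound median plus 3 SD, cut at about 4.7% in these data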;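 note: MRP-1 overexpressing cells given doxorubicin 25 µM after compound pretreatment; 18-22 h compound pretreatment then 72 h with doxorubicin before readout; 0% = doxorubicin-only wells and 100% = vehicle-treated cells without doxorubicin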
GALR2 blocker – GALR2 (human) receptor antagonism | GALR2-expressing cells, antagonist mode | 140,000 compounds, 0.39% hits | inhibition, % at 4 µM; in the data active = inhibition above about 27%;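 note: cells stimulated with galanin 1-16 at roughly its EC80; 0% = agonist challenge control and 100% = basal control without agonist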
Target sequence (O43603 whole entry, looked up): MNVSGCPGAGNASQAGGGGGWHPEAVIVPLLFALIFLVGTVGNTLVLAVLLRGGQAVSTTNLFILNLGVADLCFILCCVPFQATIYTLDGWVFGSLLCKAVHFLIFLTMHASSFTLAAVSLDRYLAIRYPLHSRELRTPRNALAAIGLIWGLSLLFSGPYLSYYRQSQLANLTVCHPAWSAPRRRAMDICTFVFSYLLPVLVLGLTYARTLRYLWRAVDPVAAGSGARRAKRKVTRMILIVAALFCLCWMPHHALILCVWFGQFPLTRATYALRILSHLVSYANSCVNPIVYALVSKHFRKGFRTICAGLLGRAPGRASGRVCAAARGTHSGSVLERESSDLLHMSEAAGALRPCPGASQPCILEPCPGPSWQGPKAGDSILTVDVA
An asterisk follows results filed as active; . = not tested or not shown; & = joins results of further samples.

SMILES	Measles CPE	NPY Y2 blocker	PTEN del growth	Yeast life ext	Phagocyt inh	E-sel TNF inh	bCat KO growth	BB579 growth dn	MRP1 act	GALR2 blocker
CCN1CCN(C(=O)C2c3cc(OC)c(OC)cc3C(=O)N3CCc4ccccc4C23)CC1 (configuration not stated)	2	0	103	4	.	20	99	-35	-0.9	-1
COC(C(=O)Nc1ccc(S(=O)(=O)Nc2ccc(F)cc2)cc1)c1ccccc1 (configuration not stated)	11	-1	64	2	-2	-4	70	-43	-0.1	-3
COC(=O)CSc1nc2ccccc2nc1SCC(=O)OC	5	2	97	-21	.	-34	103	-18	-2.7	-4
Cc1cc(C)n(-c2ccc(C(=O)Nc3nc4ccccc4s3)cc2)n1	6	-1	90	-18	-1	-18	92	-33	-2.4	-6
Cc1cccc2cc(CN(Cc3ccco3)S(=O)(=O)c3ccc4c(c3)OCCO4)c(=O)[nH]c12	19	7	68	0	-2	-34	76	-27	11*	3
Cc1ccc2ncnc(NCCCN3CCOCC3)c2c1	7	3	103	-2	-1	3	92	-40	-3.6	6
Nn1c(SCC(=O)N2CCOCC2)nnc1-c1ccccc1Cl	4	2	104	-3	.	4	105	-15	-2.0	-1
CCOC(=O)N1CCC(c2cc(=O)n3[nH]c(-c4ccccc4)cc3n2)CC1	7	1	101	-4	1	-14	93	-31	-0.5	9
COC(=O)c1ccc2c(=O)n(NC(=O)C(c3ccccc3)c3ccccc3)c(=S)[nH]c2c1	6	2	93	-6	-1	23	92	-80	0.5	-10
Cc1cc(C)nc(SCC(=O)Nc2ccc(N3CCOCC3)c(Cl)c2)n1	18	5	70	-7	-1	-3	61	-58	-1.6	-3
O=C(NCCCN1CCCC1=O)c1ccc(CNS(=O)(=O)c2ccc(F)cc2)cc1	19	0	105	-4	.	4	106	-24	0.5	-18
Cc1cc(C)n2ncnc2n1	6	0	101	-3	-1	3	101	-18	-1.8	-1
N=C(CC1CC(=O)NC(=O)C1)C1=C(O)CCCC1=O	4	4	98	4	-7	.	95	-15	2.1	8
CCOC(=O)C1CCCN(C(=O)c2ccc3c(c2)OCO3)C1 (configuration not stated)	4	2	85	4	.	3	97	-7	-2.4	9
COc1cccc(OCCNC(=O)c2ccccc2Sc2ccccc2C#N)c1	12	2	94	-1	-15	.	89	-4	-1.3	2
Cc1cc(C)n(C(=O)CNC(=O)C(c2ccccc2)c2ccccc2)n1	5	5	97	.	.	-4	90	-55	-3.3	-5
CC1CC(C)CN(CCOc2ccccc2-c2ccccc2)C1 (configuration not stated)	9	30*	69	3	1	5	63	-23	-3.2	1
Cc1cccc(NC(=O)NCc2ccc3c(c2)cc(C)n3C)c1	18	0	107	-14	3	-7	96	-6	-0.8	-6
O=C(O)C1CCCCC1C(=O)NCCc1cccc(Cl)c1 (configuration not stated)	1	-1	91	7	0	-21	93	-28	-0.9	1
CC1=CC(C)C(C(=O)O)C(C(=O)O)C1 (configuration not stated)	27	0	107	-14	0	-13	103	0	-0.4	-6
CC1(C)CC(NS(=O)(=O)c2ccccc2)CC(C)(C)N1	24	2	106	-9	2	.	104	-10	-1.4	0
CC12CC3CC(C)(C1)CC(C(=O)NC1=NCCS1)(C3)C2	5	0	89	2	0	10	96	-67	1.0	6
COc1ccccc1CNC(=O)C1CCCN(S(=O)(=O)c2cnc[nH]2)C1 (configuration not stated)	4	3	90	-4	0	.	104	-48	-0.1	-6
CC(C)CCN(C)C1CCN(S(=O)(=O)c2ccc(F)cc2)CC1	16	3	101	-7	0	.	91	-71	-0.9	-3
Cn1c(C(=O)NCc2ccc3c(c2)OCO3)cc2sccc21	15	6	71	-14	0	-20	78	-20	-1.6	-6
CN(C)Cc1ccccc1Sc1ccccc1Br	5	9	76	2	-1	.	83	-32	0.9	0
COC(=O)C1C2C=CC3(CN(C4CCCC4)C(=O)C13)O2 (configuration not stated)	17	2	93	-10	-4	-28	93	1	-1.5	0
CCOC(=O)C1=C(C)N2C(=C(C#N)[C@@H]1c1ccc(C(=O)OC)cc1)SC[C@@]2(O)C(C)(C)C	14	2	41	-6	-4	.	49	-62	-2.4	7
COc1ccc(CNc2ccc3cn[nH]c3c2)c(OC)c1OC	6	1	56	-9	0	6	62	-28	-0.6	11
C=CCn1c(CSc2nc3ccccc3s2)nnc1SCC(=O)NCc1ccccc1	21	2	93	-11	0	-16	81	-27	1.0	-11
CCCC(C)NC(=O)C1CCN(S(=O)(=O)c2ccccc2)CC1 (configuration not stated)	5	-3	108	2	-2	27	106	-75	0.3	-4
O=C(CSc1nnc(-c2ccccc2Cl)o1)Nc1ccc2c(c1)OCCO2	4	16	66	.	.	2	67	-19	-0.9	-10
O=C(CN1CCN(Cc2ccccc2)CC1)c1c[nH]c2ccccc12	11	1	77	-16	0	4	86	11	-2.2	6
O=S1(=O)NC(=NCc2ccccc2)c2ccccc21	23	1	94	17	2	-27	112	-20	-2.5	-2
Cc1cc(Cl)ccc1OCCCC(=O)NC1CCN(C)CC1	.	2	97	-6	0	-26	93	-34	-0.7	1
CCC(CC)NC(=O)c1n[nH]c(=O)c2ccccc12	14	1	106	4	0	-6	96	-62	-0.4	-4

Arranged by count of non-hydrogen atoms (low to high): part of the list above
SMILES	Measles CPE	NPY Y2 blocker	PTEN del growth	Yeast life ext	Phagocyt inh	E-sel TNF inh	bCat KO growth	BB579 growth dn	MRP1 act	GALR2 blocker
Cc1cc(Cl)ccc1OCCCC(=O)NC1CCN(C)CC1	.	2	97	-6	0	-26	93	-34	-0.7	1
CCCC(C)NC(=O)C1CCN(S(=O)(=O)c2ccccc2)CC1 (configuration not stated)	5	-3	108	2	-2	27	106	-75	0.3	-4
O=C(CN1CCN(Cc2ccccc2)CC1)c1c[nH]c2ccccc12	11	1	77	-16	0	4	86	11	-2.2	6

Going on with the list.
SMILES	Measles CPE	NPY Y2 blocker	PTEN del growth	Yeast life ext	Phagocyt inh	E-sel TNF inh	bCat KO growth	BB579 growth dn	MRP1 act	GALR2 blocker
CCCn1c(=O)[nH]c(=O)c2[nH]cnc21	8	1	106	7	.	.	97	-20	0.2	-3
CC1Cc2nc(SCC(=O)NCc3ccco3)n(-c3ccccc3)c(=O)c2S1 (configuration not stated)	10	2	103	-7	0	-29	89	2	-3.3	2
CCc1ccc(C(=O)/C=C/NCc2ccc(F)cc2)cc1	21	4	32	23	-7	3	50	-20	2.8	0
COc1ccc(/C=N/n2cc(-c3ccccc3)nc2N)cc1	4	2	36	-31	0	65*	35	-43	-4.0	9
Cc1cc2sc(C(=O)O)c(C)c2s1	7	10	106	.	.	8	103	58*	2.5	5
CC(NC(=O)N(Cc1ccccc1)Cc1ccc2c(c1)OCO2)(C(F)(F)F)C(F)(F)F	16	3	88	-9	.	20	95	-28	-3.0	12
C(#CCN1CCOCC1)COC(c1ccccc1)c1ccccc1	10	2	88	.	.	-3	105	-20	-3.3	6
O=C1c2ccccc2C(Nc2ccc(F)c(Cl)c2)N1c1ccccn1 (configuration not stated)	11	8	63	-8	0	-7	78	-10	-2.4	9
c1c2c(cc3sc(N4CCCCC4)nc13)OCO2	16	9	77	-12	-1	.	50	-17	-1.7	-1
COc1ccccc1NC(=O)COc1ccc(C(=O)OCC(=O)N2CCCC2=O)cc1OC	1	2	97	-6	2	-30	89	-50	-0.8	5
O=C(N/C(=C/c1cccs1)C(=O)N1CCOCC1)c1ccco1	5	-1	91	3	-1	.	80	-38	-0.6	8
O=C(COc1ccc(Cl)cc1)Nc1cc(S(=O)(=O)N2CCCCC2)ccc1N1CCCCC1	4	3	72	4	3	-6	81	-47	1.8	-6
CC(C(=O)NCC1CCCO1)N(C(=O)c1snc(C(N)=O)c1N)c1cccc(F)c1 (configuration not stated)	5	0	87	-11	.	.	94	-34	-2.5	0
O=C(N/N=C/c1sc2ccccc2c1O)c1ccccc1	2	2	3.7*	1	.	.	4.0*	10	-4.1	6
O=C(Oc1ccccc1C(=O)N1CCOCC1)c1ccccc1	31	3	105	-20	0	-6	104	9	-0.3	-4
CC(=O)c1cccc(NS(=O)(=O)N2CCCCC2)c1	14	3	104	-10	-1	81*	101	-48	-0.7	3
O=C(N/N=C/c1ccc2c(c1)OCO2)c1cc(-c2ccccc2Cl)nc2ccccc12	5	4	96	0	-4	7	94	-39	-1.9	12
C=CCn1cnc2scc(-c3ccc(CC)cc3)c2c1=O	16	0	89	-18	1	-11	90	-42	-0.1	-5
O=C(Nc1nncs1)Oc1ccccc1	10	0	108	4	.	-5	96	-60	-0.7	-9
Clc1ccccc1/C=N/NC1=Nc2cccc3cccc1c23	19	4	43	-2	-6	.	42	-33	-4.9	23
CC1CCN(C(=O)C2CCC(CNS(=O)(=O)c3cccc4cccnc34)CC2)CC1 (configuration not stated)	13	1	99	-12	.	14	91	7	-2.2	-16
Nn1c(Nc2ccccc2)nc2ccccc21	15	2	75	-14	1	.	78	-34	-0.1	10
COc1ccc(N(C)C(=O)CCS(=O)(=O)c2cccc3nonc23)cc1	17	1	104	-10	-1	7	98	-27	-3.3	-21
CCOC(=O)c1c(C)[nH]c(C(=O)COC(=O)c2ccncc2)c1C	15	1	97	-9	0	.	93	-4	-1.9	-15
O=S(=O)(c1cnc(Cl)c(Cl)c1)N1CCCc2ccccc21	10	3	73	11	.	8	65	-31	-4.5	-4
CCCCN(CCCC)C(=O)c1ccccc1NC(=O)CN1C(=O)c2ccccc2C1=O	5	1	113	2	0	20	101	-39	0.8	4
CC(C)C(c1nnnn1Cc1ccco1)N1CCN(C2CCCC2)CC1 (configuration not stated)	7	8	93	6	0	.	93	-32	-1.7	0
CN=c1scc(C)n1/N=C/c1ccc(O)cc1	8	-2	85	-14	0	-43	101	-59	1.0	-8
COc1ccc(Br)cc1S(=O)(=O)NCc1ccccc1	6	1	88	2	-8	.	84	-29	1.1	-7
COc1cccc(-c2ccc(C#N)c(SCC(=O)NCCc3ccc(Cl)cc3)n2)c1	9	18*	78	3	-10	6	84	-20	-4.2	7
COc1cc(/C=C2/C(=O)NN(c3ccc(Cl)cc3)C2=O)ccc1OC(=O)c1ccco1	34	7	101	-2	-5	-11	103	-19	-0.1	12
CCOC(=O)c1ccccc1NC(=O)CSc1cccc[n+]1[O-]	2	4	95	-22	.	-7	96	-1	-2.2	8
Cc1csc2nc3ccccc3c(=O)n12	20	2	114	-20	-1	3	97	14	0.7	-4
CCN1C(=O)/C(=C2/Sc3ccccc3N2CCCS(=O)(=O)O)SC1=S	4	3	82	0	1	12&-11	86	-31	-1.1	11
CCN(CC)S(=O)(=O)c1ccc(C(=O)OC2CCCCC2CN(C)C)cc1 (configuration not stated)	12	3	104	-13	1	-17	104	-15	-0.3	1
Nc1ncc(-c2ccccc2)n1CC1CCCO1 (configuration not stated)	5	7	77	-9	.	5	81	2	-1.2	5
COC(=O)CC1Nc2ccccc2SC1=O (configuration not stated)	7	-1	101	-11	-1	.	99	16	0.7	1
CCOC(=O)C(NC(=O)Nc1ccccc1)(OCC)C(F)(F)F (configuration not stated)	16	1	96	-12	-2	0	93	-52	0.1	9
COc1ccc(-c2c[n+]3c4n2CCCCC4=C(c2ccccc2)C3)cc1	8	1	3.5*	-1	.	-15	3.8*	-36	-4.6	4

Hits appear at their usual frequency, and some 6.4% of all compounds hit somewhere here.
